HepG2 tox = counter-screen for TGF-b inhibitors: cytotoxicity in HepG2 cells; actives 0.76% (n = 410,000); Potency, µM (top dose mostly 46.1 µM), for the others: at the highest dose activity change, negative = cytotoxicity, hits mostly cytotoxic; AID 588856; HepG2 CAGA-GFP viability, ATP luminescence, 18 h; further: potency means the concentration at half of the fitted maximal effect; some results filed as inactive show a strong effect at the top dose
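CellTiter-Glo luminescence gave cytotoxicity after 18 hours at 37 degrees C. The cells were HepG2 CAGA-GFP in 1% FBS DMEM, stimulated with 500 pg/mL TGF-beta after compound addition. %Activity was normalised to no-cell wells (complete cell-killing) and DMSO (no toxicity), and curves were fitted and classified.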
TGFb inhibitor = blocks TGF-b signaling | HepG2 CAGA-GFP TGF-b/SMAD3 reporter, GFP fluorescence, 18 h; TGF-beta stimulated, 500 pg/mL final | Potency, µM (titrated, usually from 46.1 µM), without a hit: at the top dose activity, negative = inhibition, usual class: inhibitors | actives 1.2% (n = 410,000) | AID 588855; further: potency means the concentration at half of the fitted maximal effect; on the % scale 0 is the no-effect control and ±100 the full control effect; nearly all actives have a fitted effect of over 65% in size
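TGF-beta reporter screen: HEPG2 CAGA-GFP, 1% FBS, 500 pg/mL TGF-beta final, 18 h; per-cell GFP summed per well; curves fitted and categorized by class.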
Nrf2 block = Nrf2 pathway inhibition | A549 ARE-Fluc reporter, luciferase luminescence, 18-24 h | Potency, µM (titrated, usually from 46 µM), for inactives: at the highest dose activity change, negative = inhibition, actives largely listed as inhibitors | actives 2.1% (n = 360,000) | AID 504444; further: potency means the concentration at half of the fitted maximal effect; on the % scale 0 is the no-effect control and ±100 the full control effect; nearly all actives have a fitted effect of over 60% in size
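A549 ARE_Fluc cells (5000/well, 5% FBS OPTI-MEM) pre-incubated 2 h, then treated with compounds 18-24 h at 37C/5% CO2 in concentration-response. CellTiter-Fluor viability read first; BugLite luciferase luminescence after 15 min at room temperature gives Nrf2 activity.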
ATXN2 expr inh = reduces ATXN2 reporter expression in HEK-293 cells; Potency, µM (doses to about 57 µM), for the others: top-dose activity change, negative = inhibition, hits mostly inhibitors; HEK-293 ATXN2-luciferase reporter, luminescence, 24 h; actives 0.72% (n = 360,000); AID 1745845; further: potency means the concentration at half of the fitted maximal effect; on the % scale 0 is the no-effect control and ±100 the full control effect; nearly all actives have a fitted effect of over 55% in size
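qHTS (up to 57 uM final) was run with 24 h compound exposure of reporter cells at 37 °C. Each well was multiplexed: SteadyGlo luminescence measured ATXN2-luciferase expression after a fluorogenic Gly-Phe-AFC viability readout (25 uM final).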
ATXN viability = cell viability loss in ATXN counter-screen; S2 cells (HEK-293 line with an ATXN2-luciferase reporter) viability, CellTiter-Fluor protease fluorescence, 24 h; Potency, µM (doses to about 56.7 µM), most hits filed as cytotoxic; actives 0.49% (n = 400,000); AID 651635; further: potency means the concentration at half of the fitted maximal effect; nearly all actives have a fitted effect of over 40% in size
IL2 activator = activates IL-2 in a cell-based reporter assay | IL-2 activation reporter assay, cell-based qHTS; stimulated with anti-CD3/CD4/CD28 beads; in transgenic mouse T cells | activation, % (series mostly up to about 46 µM) | actives 0.065% (n = 360,000) | AID 652025; in the data active means activation above about 50%; inconclusive means mostly about 30% to 49%; further: 0% is about no effect
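Using fluorescent plate cytometry, EGFP and DsRed are detected in transgenic mouse T cells stimulated 18 h at 37 degrees C with antibody-coated beads after 60 min compound pretreatment.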
A549 tox = kills or reduces viability of A549 cells in Nrf2 counter-screen. A549 ARE-Fluc cells, CellTiter-Fluor viability, 18-24 h. Potency, µM (highest dose often 46 µM), for the others: at the top dose activity change, negative = cytotoxicity, actives largely listed as inhibitors. actives 0.16% (n = 390,000). AID 504648; further: potency means the concentration at half of the fitted maximal effect; on the % scale 0 is the no-effect control and ±100 the full control effect
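A549 ARE-Fluc cells in 5% FBS OPTI-MEM, 5000 cells/well, rested 2 h then exposed to compounds in concentration-response for 18-24 h at 37 °C. Viability by CellTiter-Fluor fluorescence (Ex 405/Em 525) after 30 min; luciferase luminescence (BugLite, 15 min, RT) read afterwards.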
EPAC2 agonist = agonists of human EPAC2 (RAPGEF4); Q8WZA2; AID 720711; Potency, µM (doses to about 154 µM), for inactives: at the highest dose activation, most hits filed as activators; actives 0.079% (n = 360,000); EPAC2 activation, biochemical qHTS; response scale: 100% = 6.5 mM cAMP response; further: potency means the concentration at half of the fitted maximal effect; nearly all actives have a fitted effect of over 50% in size
Target sequence (Q8WZA2 whole entry, looked up): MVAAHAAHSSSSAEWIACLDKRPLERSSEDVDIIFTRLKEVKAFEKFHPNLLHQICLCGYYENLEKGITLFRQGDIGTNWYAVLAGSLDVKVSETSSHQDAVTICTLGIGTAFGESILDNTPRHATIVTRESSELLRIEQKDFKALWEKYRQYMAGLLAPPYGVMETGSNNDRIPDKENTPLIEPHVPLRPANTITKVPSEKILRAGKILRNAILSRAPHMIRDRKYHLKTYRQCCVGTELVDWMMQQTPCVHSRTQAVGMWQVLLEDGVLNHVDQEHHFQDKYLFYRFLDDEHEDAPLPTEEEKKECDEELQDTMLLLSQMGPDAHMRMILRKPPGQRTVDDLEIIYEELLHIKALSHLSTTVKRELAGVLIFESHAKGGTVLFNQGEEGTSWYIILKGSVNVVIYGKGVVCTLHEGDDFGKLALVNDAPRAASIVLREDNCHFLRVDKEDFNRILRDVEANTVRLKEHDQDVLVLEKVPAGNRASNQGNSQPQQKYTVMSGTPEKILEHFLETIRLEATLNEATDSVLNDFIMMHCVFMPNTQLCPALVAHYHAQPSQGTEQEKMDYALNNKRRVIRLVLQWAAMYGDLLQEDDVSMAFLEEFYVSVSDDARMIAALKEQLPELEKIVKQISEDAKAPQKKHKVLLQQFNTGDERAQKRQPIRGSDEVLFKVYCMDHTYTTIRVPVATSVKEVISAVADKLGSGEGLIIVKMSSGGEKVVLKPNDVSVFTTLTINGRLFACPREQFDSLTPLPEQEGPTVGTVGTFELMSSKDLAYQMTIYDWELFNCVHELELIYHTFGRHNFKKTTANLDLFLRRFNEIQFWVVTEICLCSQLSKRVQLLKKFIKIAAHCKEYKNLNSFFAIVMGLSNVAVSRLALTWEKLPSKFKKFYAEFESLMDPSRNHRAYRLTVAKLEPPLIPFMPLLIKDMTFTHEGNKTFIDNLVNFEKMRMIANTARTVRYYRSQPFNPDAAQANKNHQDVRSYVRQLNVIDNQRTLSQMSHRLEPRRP
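Guanine nucleotide exchange by EPAC2 is measured as reduced fluorescence of BODIPY-GDP once it is released from 250 nM Rap1B. Plates are read kinetically for 30 min at room temperature; results are scaled to 6.5 mM cAMP.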
Nrf2 ARE act = Nrf2 pathway activation; AREc32 ARE-luciferase reporter (MCF7-derived line), luminescence, 24 h; Potency, µM (series often up to 46.1 µM), for inactives: top-dose activation, hits mostly activators; actives 0.31% (n = 410,000); further: potency means the concentration at half of the fitted maximal effect; % of control where 0% means no effect; nearly all actives have a fitted effect of over 65% in size
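Cells of the AREc32 ARE-luciferase line are plated in OPTI-MEM containing 5% FBS and left overnight at 37 deg C. Compounds are pinned in, incubation continues 24 hr, and firefly luciferase signal is then measured.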
An asterisk follows results filed as active; i = inactive; ? = inconclusive; nt = no result given; [ ] = dose if it differs, or a comment. Unless noted, the call rests on the fitted dose curve; in most records, active means well fitted curve in the direction sought with a large enough effect; inconclusive means small, poorly fitted or top-dose-only effect, or another doubt; inactive means no such curve, though single readings can be large; an effect the other way counts as inactive or inconclusive.

smiles	HepG2 tox	TGFb inhibitor	Nrf2 block	ATXN2 expr inh	ATXN viability	IL2 activator	A549 tox	EPAC2 agonist	Nrf2 ARE act
COc1ccc(CCNC(=O)C2CCCN2S(=O)(=O)c2ccc(F)cc2)cc1OC (configuration not stated)	-4%	1%	-4%	-27%	i	1.0	12%	10%	-0.2%
C[C@@H]1CCC[C@@]2(O[C@H](CCO)C[C@H](O)[C@H]2O)O1	3%	-4%	-18%	7%	i	0.0	0%	10%	0.3%
CCC(C(=O)OCC(=O)Nc1ccc(C(N)=O)cc1)c1ccccc1 (configuration not stated)	-6%	8%	-20%	nt	i	-3.6	-9%	1%	-0.3%
O=C(CCC(=O)c1ccccc1)NCCc1c[nH]c2ccccc12	23%	28%	0%	-8%	i	-0.8	1%	5%	3.0%
CCOc1cc(/C=N/NC(=O)C(OC)c2ccccc2)ccc1O (configuration not stated)	-20%	-2%	12%	-1%	i	-0.2	7%	2%	0.3%
CCN(CC(=O)NC(C)(C)C)Cc1nc2c(Br)cc(Br)cc2c(=O)[nH]1	-14%	?	-13%	18µM*	?	0.1	-13%	1%	7.4%
CC(=O)c1cc(C)c(OC(=O)c2ccccc2)c(C)c1	5%	0%	?	7%	i	1.5	-4%	14%	3.1%
Cc1cc(C)cc(-n2nnc(C(=O)NCc3ccccc3Cl)c2N)c1	3%	-1%	4%	1%	i	2.6	-5%	4%	-0.1%
Cc1cccc(NS(=O)(=O)c2cccc(C(=O)NCC3(N4CCOCC4)CCCCC3)c2)c1	-17%	1%	-20%	0%	i	-0.4	-5%	12%	0.2%
COc1nc(N)nc(NC23CC4CC(CC(C4)C2)C3)n1	-30%	-17%	-13%	31%	i	-1.3	-9%	-1%	-0.1%
CC(=O)N1CCc2cc(S(=O)(=O)NC(Cc3ccccc3)C(=O)Nc3ccc(C)cc3C)ccc21 (configuration not stated)	-10%	?	?	-31%	?	nt	-3%	nt	-0.4%
CN1CCN(c2cccc3c2S(=O)(=O)N[C@H](Cc2ccccc2)CO3)CC1	nt	nt	nt	-8%	i	1.0	nt	0%	0.3%
COc1ccc2cc(C(=O)Nc3ccc(S(N)(=O)=O)cc3)sc(=O)c2c1OC	-2%	-5%	1%	?	i	0.5	-6%	2%	-0.4%
Cc1nc(/C(N)=N/OC(=O)Cc2ccccc2)no1	0%	11%	12%	3%	i	-0.8	2%	0%	0.2%
CC(C)CCC(CCN1CCOCC1)c1ccc2c(c1)OCO2 (configuration not stated)	-31%	-6%	-34%	-17%	i	-1.6	-25%	14%	-0.5%
Cc1ccc(C)c(C(=O)Nc2c(C(N)=O)oc3ccccc23)c1	-18%	-13%	12%	3%	i	-1.3	-1%	-1%	3.0%
COc1ccc(OCCNS(=O)(=O)Cc2ccccc2)cc1	-18%	-8%	-20%	-5%	i	-0.3	12%	7%	-0.7%[9.22 µM]
Cc1ccc(Cn2cccc2/C=N/NC(=S)Nc2ccc(C)cc2)cc1	-13%	16%	-23%	17%	i	-4.8	-10%	-7%	1.9%
O=C(c1c[nH]c2ccc(S(=O)(=O)N3CCC4(CC3)OCCO4)cc2c1=O)N1CCOCC1	4%	-3%	14%	5%	i	-2.5	-5%	20%	-0.3%
O=C(CNC(=O)c1ccc2c(c1)OCCO2)N/N=C/c1cccc(Br)c1	4%	-19%	?	-25%[11.3 µM]	i	-2.2	-11%	8%	0.3%
Cc1cc2c(cc1S(=O)(=O)N1CCN(c3ccccc3)CC1)OCC(=O)N2	-50%	?	5%	-15%	i	-2.7	-3%	2%	-0.5%
O=C(c1ccc(Br)cc1)c1sc(N2CCOCC2)nc1-c1ccccc1	3%	-9%	?	-37%	nt	1.5	-5%	2%	-0.4%
Cc1ccc(-n2ccnc2SCC(=O)N(CC(C)C)C2CCS(=O)(=O)C2)c(C)c1 (configuration not stated)	-16%	-1%	-11%	-13%	i	0.1	1%	-1%	-0.8%
O=C(NCCCNCCCNC(=O)c1ccc(/C=N/O)nc1)c1ccc(/C=N/O)nc1	-16%	-19%	?	nt	i	0.7	9%	7%	3.2%
COc1ccc(CCNC(=O)COC(=O)C2COc3ccccc3O2)cc1 (configuration not stated)	11%	34%[activator]	8%	nt	?	0.6	-1%	4%	-0.7%
COc1ccc(S(=O)(=O)N2CCOCC2)cc1C(=O)N1CCCCC1	4%	-7%	13%	8%	i	-2.1	-1%	3%	-0.1%
Cc1ccc(-c2n[nH]c(=O)c3ccccc23)c(C)c1	-20%	1%	?	-14%	?	-0.6	1%	3%	2.4%
O=S(=O)(Nc1cccnc1)c1ccc(Cl)c(C(F)(F)F)c1	-17%	1%	?	-7%	i	-0.2	4%	-7%	-0.6%
O=C(Nc1ccc(OC(F)(F)F)cc1)c1cnccn1	4%	-1%	?	48%[activator]	i	-0.2	0%	-1%	4.9%
CCCn1c(=O)sc2cc(NC(=O)c3ccccc3Cl)ccc21	-20%	?	?	?	?	nt	2%	nt	0.1%
Cc1ccc(CNC(=O)CCCNS(=O)(=O)c2cccc3nonc23)cc1	-10%	1%	-1%	-10%	?	-0.6	-5%	2%	0.4%
Cc1ccc(N=C2NC(=O)/C(=C\c3ccc(C)s3)S2)cc1	3%	22%	?	17%	i	-0.1	-5%	5%	2.1%
Cc1c(C(=O)O)sc2nc(SCC(=O)Nc3ccc(S(=O)(=O)NC(C)(C)C)cc3)[nH]c(=O)c12	6%	19%	11%	1%	i	-1.0	1%	8%	-0.7%
CCCCOc1cccc(C2c3c(-c4cc(C)ccc4O)n[nH]c3C(=O)N2CCOC)c1 (configuration not stated)	-110%	?	-6%	?	?	nt	-13%	nt	-3.6%
COc1ccc(-c2nc3scc(CCNS(=O)(=O)c4ccc(Oc5ccccc5)cc4)n3n2)cc1OC	-9%	0%	nt	nt	nt	nt	-8%	nt	3.5%
Nc1nc(-c2ccccc2)c(C(=O)Nc2ccccc2)s1	0%	-24%	-24%	nt	i	-2.6	1%	-1%	0.1%
COc1ccc(NC(=O)c2cc(C3CC3)nc3c2c(C)nn3-c2ccccc2)cc1OC	-34%	?	-17%	nt	nt	nt	-18%	nt	0.3%
COC(=O)c1cn(CC(=O)NC2CCCCCC2)c2ccccc12	-14%	-3%	-20%	5%	i	0.7	0%	18%	0.2%
CC(C)(C)c1ccc(OCc2ccc(C(=O)N/N=C3\CC4CC=CC34)cc2)cc1 (configuration not stated)	-37%	-18%	?	?	i	-2.0	-3%	-8%	-0.7%
Cc1nn(C(C)C(=O)NCCc2ccccc2)c(=O)c2cc3occc3n12 (configuration not stated)	-11%	3%	-17%	0%	i	-0.6	-13%	10%	-0.9%
Cc1ccc(-n2[nH]c(C)c(C=Nc3ccc4[nH]c(=O)[nH]c4c3)c2=O)cc1	13µM*	?	-10%	-9%	i	0.3	-7%	-18%	2.7%
NC(=O)CN1C(=O)C(=O)N(Cc2cccc(Cl)c2)C1=O	-4%	-1%	-4%	2%	i	-3.6	3%	2%	0.3%
COc1cc(OC)c(NC(=O)N2CCc3c([nH]c4ccccc34)C2c2ccccc2F)cc1Cl (configuration not stated)	10%	2%	21%	-6%	i	nt	5%	nt	-0.3%
Cn1cnc([N+](=O)[O-])c1N=C(N)N	3%	1%	1%	11%	?	0.2	-6%	-1%	-0.3%
CCOc1ccc(NC2CCCCC2NS(=O)(=O)c2ccccc2)cc1 (configuration not stated)	0%	-2%	-28%	-9%	i	-3.3	2%	12%	-0.3%
CCc1nc(Nc2ccc(NC(C)=O)cc2)c2oc3ccccc3c2n1	-3%	3%	-11%	-2%	i	-2.3	-1%	0%	0.8%
CC(C)CCNC1=CC(=O)CC(c2ccccc2)C1 (configuration not stated)	4%	-1%	0%	-20%	?	-0.4	-20%	-1%	0.4%
CCOC1=C2[C@H](c3ccc(CC)cc3)N(S(=O)(=O)c3ccc(C)cc3)C[C@H]2C(C#N)(C#N)C(C#N)(C#N)C1	-66%	?	nt	-25%	i	0.4	nt	-11%	9.7%
Cc1cccn2c(=O)c(/C=N/O)c(N3CCCC3)nc12	-20%	2%	nt	7%	i	-2.6	-13%	1%	-0.8%
Cc1cc(C(c2ccc(O)cc2)c2cc(C)c(O)cc2C)c(C)cc1O	-14%	?	?	-25%	i	-2.3	-5%	8%	-0.6%[9.22 µM]
COc1ccc(Nc2nc(N)c3cc(OC)c(OC)cc3n2)cc1	-81%	?	-2%	nt	nt	nt	-1%	nt	15%
Cc1ccc2c(c1)sc(-c1ccc(N(C)C)cc1)[n+]2C	-32%	?	2.1µM*	nt	?	-2.1	?	2%	8.1%
Cc1nn(C)cc1C(C(=O)NC1CCCCC1)N(C(=O)c1cnccn1)c1ccc(Oc2ccccc2)cc1 (configuration not stated)	3%	2%	5%	2%	i	0.5	-1%	11%	-0.3%
C=CCNC(=O)c1cccc(C(F)(F)F)c1	-9%	0%	nt	3%	i	1.4	1%	0%	0.0%
Cc1ccc(-c2nnn(CC(=O)N3CCC(C)CC3)n2)o1	-5%	-2%	14%	26%	i	-1.3	5%	-8%	-0.4%
COc1cc2c(cc1OC)C(c1cccs1)CC(=O)N2 (configuration not stated)	5%	7%	10%	nt	nt	-1.4	-3%	7%	3.1%
